Screening results as filed in PubChem BioAssay.
BioA inh: inhibitors of Mycobacterium tuberculosis BioA enzyme; purified M. tuberculosis BioA enzyme, plate reader; inhibition, % at 9.99 µM; 360,000 compounds, 0.096% hits; AID 602481; in the data active = inhibition above about 40%; inconclusive = no clear call, values can overlap the other calls
BoNT-F LC inh: BoNT F light chain protease inhibition. 360,000 compounds, 0.22% hits. Multiplex microsphere protease cleavage assay, flow cytometry. inhibition, % at 10 µM; in the data active = inhibition above about 35%, passing the limit was not always enough; inconclusive = no clear call, values can overlap the other calls; also: plate controls were buffer without enzyme for full effect and enzyme alone for no effect
UGM FP inh: blocks M. tuberculosis UGM enzyme. purified UGM, fluorescence polarization probe displacement. 320,000 compounds, 0.06% hits. inhibition, % at 10 µM. P9WIQ1; in the data active = inhibition above about 10%, passing the limit was not always enough; inconclusive = no clear call, values can overlap the other calls
Target sequence (P9WIQ1 whole entry, looked up): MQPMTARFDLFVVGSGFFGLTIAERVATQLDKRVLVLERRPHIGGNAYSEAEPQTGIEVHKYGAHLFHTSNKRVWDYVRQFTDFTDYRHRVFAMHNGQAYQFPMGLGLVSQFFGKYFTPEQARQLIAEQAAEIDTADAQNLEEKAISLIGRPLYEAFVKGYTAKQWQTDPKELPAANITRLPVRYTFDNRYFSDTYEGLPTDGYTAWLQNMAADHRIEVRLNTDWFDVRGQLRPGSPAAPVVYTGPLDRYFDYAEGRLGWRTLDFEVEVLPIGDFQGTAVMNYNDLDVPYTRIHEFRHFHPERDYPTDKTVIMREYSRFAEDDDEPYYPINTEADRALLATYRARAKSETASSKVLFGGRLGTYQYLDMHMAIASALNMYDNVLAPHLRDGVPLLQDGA
GDH-TPI inh: inhibits GDH-TPI coupling enzymes, artifact for Mtb FBA screen; inhibition, % at 4.8 µM; 360,000 compounds, 1.2% hits; GDH-TPI coupled enzyme counterscreen, NADH absorbance; AID 588335;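 also: 0% = DMSO wells and 100% = wells lacking the enzyme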
FadD28 FP inh: blocks FadD28 binding to the bisubstrate probe; 360,000 compounds, 0.22% hits; fluorescence polarization; AID 588549; inhibition, % at 12.5 µM; in the data active = inhibition above about 8.5%, passing the limit was not always enough; inconclusive = no clear call, values can overlap the other calls
PrPC TRFRET: cell surface PrPC inhibition, primary TR-FRET screen; P04156; TR-FRET read-out; inhibition, % at 13.8 µM; 370,000 compounds, 0.43% hits; in the data active = inhibition above about 24%; also: 0% = median of the test wells and 100% = reference compound wells
BoNT-A LC inh2: inhibitors of Botulinum neurotoxin A light chain protease. multiplex microsphere protease substrate cleavage, flow cytometry. AID 588499. inhibition, % at 10 µM. 360,000 compounds, 0.17% hits; in the data active = inhibition above about 30%; inconclusive = no clear call, values can overlap the other calls; also: plate controls were buffer without enzyme for full effect and enzyme alone for no effect
CCHFV vOTU inh: CCHFV vOTU protease inhibition; 370,000 compounds, 0.55% hits; Pep-AMC fluorescence; inhibition, % at 11.5 µM; also: 0% = vehicle wells with enzyme and 100% = no enzyme wells
Mtb FBA inh: Mtb fructose-bisphosphate aldolase inhibition; P9WQA3; purified M. tuberculosis FBA, fluorescence read-out; inhibition, % at 1 µM; 360,000 compounds, 2.3% hits; AID 588726; in the data active = inhibition above about 27%;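 also: 0% = vehicle and 100% = reference inhibitor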
Target sequence (P9WQA3 whole entry, looked up): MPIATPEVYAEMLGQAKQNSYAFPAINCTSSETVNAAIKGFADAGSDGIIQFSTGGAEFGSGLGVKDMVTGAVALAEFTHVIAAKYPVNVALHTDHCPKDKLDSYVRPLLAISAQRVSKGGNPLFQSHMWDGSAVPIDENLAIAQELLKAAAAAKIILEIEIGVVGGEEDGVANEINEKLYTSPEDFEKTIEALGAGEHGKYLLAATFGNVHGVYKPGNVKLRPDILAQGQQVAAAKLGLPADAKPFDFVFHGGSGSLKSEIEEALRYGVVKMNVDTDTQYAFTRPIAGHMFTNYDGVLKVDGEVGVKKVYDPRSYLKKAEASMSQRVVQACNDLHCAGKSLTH
* marks the source's active call; other numbers are inactive results; u = inconclusive; x = not tested or not shown; & = joins results of further samples. Rule as the data show it, unless noted: active = inhibition above about 30%; inactive = the rest.

SMILES	BioA inh	BoNT-F LC inh	UGM FP inh	GDH-TPI inh	FadD28 FP inh	PrPC TRFRET	BoNT-A LC inh2	CCHFV vOTU inh	Mtb FBA inh
CC(C)CN(C(=O)c1cccc(S(=O)(=O)N2CCN(c3ccc(F)cc3)CC2)c1)C1CCS(=O)(=O)C1 (configuration not stated)	x	-1	2.2	1	-2.5	4	-0.1	1	3
CCOC(=O)CN1C(=O)/C(=C/c2cccc(Br)c2)Oc2ccccc21	-2.0	-1	1.7	-1	-1.9	-5	1.1	13	6
O=S(=O)(c1ccc2oc3ccc(S(=O)(=O)N4CCCCC4)cc3c2c1)N1CCCCC1	0.9	-8	1.9	-8	-0.8	-3	-0.3	-13	0
O=c1[nH]c(CSc2nc(-c3ccc(F)cc3)cs2)nc2ccccc12	-1.1	-15	-1.7	10	-4.2	0	-1.1	-13	-1
CCCCN(Cc1cc2cccc(C)c2[nH]c1=O)S(C)(=O)=O	-0.7	-6	-1.1	9	-1.0	3	-0.6	-2	4
CC1(C)CC(NC(=O)c2c(N)no[n+]2[O-])CC(C)(C)N1	x	6	0.0	3	0.4	1	0.3	-7	1
Cc1ccnc(NC(=O)COc2ccc3c(c2)CCC3)c1	-0.9	x	3.0	0	-2.0	2	x	-3	0
O=[N+]([O-])c1ncccc1OCc1ccc(-c2ccccc2)cc1	-3.1	0	-1.6	0	-7.8	-5	-1.3	8	0
COc1ccc(C2=CC(c3sccc3C)n3nnnc3N2)cc1 (configuration not stated)	-5.6	-4	0.5	-2	-0.9	-8	0.2	2	2
O=C(c1ccc(NC2=NC3CS(=O)(=O)CC3S2)cc1)N1CCN(c2ccccc2F)CC1 (configuration not stated)	-0.7	-12	-0.1	-5	0.5	3	-0.3	-4	2
COc1cccc2cc(C(N)=O)/c(=N\NC(=O)c3ccccc3)oc12	-0.7	12	-1.1	17	x	1	0.3	9	0
N/C(=N\OC(=O)C12CC3CC(CC(C3)C1)C2)c1cccnc1	3.4	13	-1.4	4	0.7	0	0.0	-5	-2
O=C(N/N=C/c1ccccc1C(=O)O)c1cccc(S(=O)(=O)N2CCCCC2)c1	0.1	-1	2.7	2	-3.6	-1	-1.0	16	-1
CC1(C(=O)NS(=O)(=O)c2ccccc2Cl)CCN1C(=O)CC1CC1 (configuration not stated)	-0.1	-3	x	-7	-0.1	1	-0.4	-8	3
CCC(C)C(N=C1NS(=O)(=O)c2ccccc21)C(=O)N1CCC(C)CC1 (configuration not stated)	x	8	x	2	-0.4	4	-2.7	-3	1
O=C(COC(=O)C1(c2ccc(Cl)cc2)CCCC1)N1CCc2ccccc21	x	-2	-0.1	4	-1.1	-4	-2.2	8	1
COc1cc(OC)nc(/N=C/N(C)C)n1	x	-1	x	2	-0.1	-1	-0.5	1	-1
Cc1cc(=O)[nH]c(SCC(=O)Nc2nonc2C)n1	1.4	10	1.8	-7	0.6	4	0.1	0	1
CCN(CCCNC(=O)CCCOc1cc(=O)n(C)c2ccccc12)Cc1ccccc1	x	0	2.7	-10	-5.3	-12	0.8	4	5
O=c1ccn([C@@H]2O[C@H](CNCc3cccn3-c3ccncc3)[C@@H](O)[C@H]2O)c(=O)[nH]1	-0.2	0	x	x	-1.8	1	0.1	-11	0
CC(=O)c1cc2c(C)c(C(=O)c3ccccc3)oc2cc1O	x	-4	1.2	10	-1.5	-11	0.0	-13	-1
O=C(/C=C/c1ccc(Cl)cc1)NC(=S)Nc1ccc(C(=O)O)cc1	-0.8	13	5.3	-2	-2.4	10	4.3	26	-4
O=C(NCN1C(=O)C2C3C=CC(C3)C2C1=O)Nc1nncs1 (configuration not stated)	x	-1	-0.1	9	-2.0	3	-0.6	-1	0
Cc1cccc(/C=N/NC(=O)Cn2nc(C)cc2C)n1	-1.2	-1	1.0	5	-1.6	-4	0.5	-2	0
O=C(CN1CCN(c2ccccn2)CC1)Nc1cccc(S(=O)(=O)N2CCCC2)c1	x	-1	-0.4	2	-1.4	5	0.1	-3	3
Cc1ccc(C(=O)O/N=C(\N)c2ccc(Br)cc2)cc1	x	5	-1.2	-11	0.8	-11	-0.1	13	5
Cc1ccc(NC(=O)c2sc3ncn(CC(=O)N4CCN(c5ccccn5)CC4)c(=O)c3c2C)cc1	-0.6	7	x	10	-4.6	-6	-0.1	29	-3
COc1ccc(C)cc1NC(=O)C1CCN(S(=O)(=O)c2ccc3c(c2)NC(=O)CO3)CC1	-0.7	-8	-0.9	1	-0.5	0	0.2	-2	3
Cc1ccc([C@H]2C[C@H](n3cc(C4CC4)nn3)[C@@H](O)CN2C(=O)c2cccs2)cc1	-3.8	3	x	0	1.1	-6	0.0	11	4
CCC1(C)CC(c2nc(-c3ccc(OC)cc3)cs2)CCS1 (configuration not stated)	-2.0	-3	0.2	0	1.7	5	-0.2	1	-3
CC(=O)Nc1nc(SCc2ccc(Cl)cc2Cl)n[nH]1	-1.0	3	-1.1	-2	-0.5	-9	u	9	-5
C[C@H](CO)N1C[C@H](C)[C@H](CN(C)S(=O)(=O)c2cccs2)OCc2cnnn2CCCC1=O	1.1&-0.4	-2	x	-1	-4.8	-2	-0.1	5	-1
COc1cc(C)c(CNc2cc(C)cc(C)c2)cc1C	-0.4	-9	-1.6	4	-2.2	0	-0.2	-5	-1
CC(=O)Nc1ccc(NC(=O)CNC(=O)COc2ccccc2)cc1	x	-6	0.4	10	-0.7	6	-0.5	-15	6
CCC(C)(C)n1nnnc1C(c1cc2cc(C)ccc2[nH]c1=O)N1CCCc2ccccc21 (configuration not stated)	-3.0	-4	-3.6	4	-5.2	-16	1.1	19	6
CCN(CC)C(=O)c1ccc(-c2nnc(Nc3cccc(O)c3)c3ccccc23)cc1	8.7	u	5.6	7	-5.0	-4	-0.6	10	-6
O=C(NCc1ccccc1C(F)(F)F)C1CC(c2ccc(C(F)(F)F)cc2)=NO1 (configuration not stated)	-0.2	-2	1.3	2	-3.9	-8	0.6	20	2
Cc1cc(C)c(S(=O)(=O)NCCCN2CCOCC2)cc1Br	3.3	4	1.6	1	-3.0	1	0.2	-19	-3
CCOc1cc(CNc2ncn[nH]2)ccc1OCC(=O)NC(C)(C)C	x	-2	0.9	-1	-0.2	3	-0.2	3	1
c1ccc(CN2CCc3nc4ccccc4cc3C2)cc1	-0.5	-1	0.1	10	-3.4	-5	-1.9	-17	-1

Full records, quoted from the list. Screens in order: BioA inh | BoNT-F LC inh | UGM FP inh | GDH-TPI inh | FadD28 FP inh | PrPC TRFRET | BoNT-A LC inh2 | CCHFV vOTU inh | Mtb FBA inh
Listed for COc1ccc(C)cc1NC(=O)C1CCN(S(=O)(=O)c2ccc3c(c2)NC(=O)CO3)CC1 = -0.7 | -8 | -0.9 | 1 | -0.5 | 0 | 0.2 | -2 | 3
Listed for CC1(C)CC(NC(=O)c2c(N)no[n+]2[O-])CC(C)(C)N1 = x | 6 | 0.0 | 3 | 0.4 | 1 | 0.3 | -7 | 1
Listed for CCOc1cc(CNc2ncn[nH]2)ccc1OCC(=O)NC(C)(C)C = x | -2 | 0.9 | -1 | -0.2 | 3 | -0.2 | 3 | 1

New compounds follow.
SMILES	BioA inh	BoNT-F LC inh	UGM FP inh	GDH-TPI inh	FadD28 FP inh	PrPC TRFRET	BoNT-A LC inh2	CCHFV vOTU inh	Mtb FBA inh
COc1cc(CC(=O)Nc2sc3c(c2C(N)=O)CCCC3)cc(OC)c1OC	-1.1	2	-3.7	-2	1.1	-2	0.7	9	-4
CS(=O)(=O)NCc1nnc2n1-c1ccc(Cl)cc1C(c1ccccc1)=NC2	0.5	1	0.2	9	-2.5	-4	-0.4	-4	-1
CCOCC(=O)Nc1ccc(F)c(F)c1	-0.8	3	-1.0	-7	-2.1	-3	-0.5	0	2
O=S(=O)(NC(=NC1CCCCC1)c1ccccc1F)c1ccccc1	-4.4	-1	1.1	-1	-2.6	-3	-0.1	12	-4
COc1cc(C(=O)Nc2ccccc2NC(=O)c2cc(OC)c(OC)c(OC)c2)cc(OC)c1OC	2.2	-3	-2.0	4	0.2	4	-2.7	-4	-2
CN1CCN(C(=O)C2=C[C@H](C3CC3)C[C@H](OCc3ccc(CO)cc3)O2)CC1	0.8	3	-0.2	3	-3.5	-4	0.5	2	-1
COc1cccc(NC(=O)C(Sc2nnc(Nc3ccccc3C)s2)c2ccccc2)c1 (configuration not stated)	x	-7	1.2	5	-4.8	10	-0.1	4	-3
Cc1cccc(C)c1OCC(=O)NNC(=O)CCNC(=O)c1ccco1	x	x	-1.1	-1	1.0	7	x	-3	-2
COc1cc(Cl)c(C)cc1NC(=O)Cc1cccs1	-2.1	-13	0.3	6	-0.8	7	-3.9	11	1
COc1cc2c(cc1OC)CN(C(=O)c1ccc(S(=O)(=O)N(C)c3ccccc3)cc1)CC2	1.5	5	-1.1	3	-1.4	7	0.3	-1	-1
Cn1c(=O)n(Cc2ccccc2F)c(=O)c2c1nc1n2CCCN1CCc1ccccc1	-1.7	-1	-2.2	7	-0.9	0	0.2	-1	5
CCNS(=O)(=O)c1ccc(NC(=O)c2ccccc2OCC)cc1	-1.8	8	-0.7	5	-2.6	-2	u	12	4
COC(=O)c1ccccc1S(=O)c1snnc1C (configuration not stated)	x	-5	0.5	9	0.9	6	-1.0	10	1
CCOC(=O)N1CCN(C(=O)CN(Cc2ccc(Cl)cc2)S(=O)(=O)c2ccc(C)cc2)CC1	x	-6	-1.7	4	-0.5	-7	-4.3	-8	3
CC(OC(=O)C1CCN(S(=O)(=O)c2ccc(Cl)cc2)CC1)C(=O)NC1CCCCC1C (configuration not stated)	-2.1	2	3.1	0	-1.2	3	3.2	12	0
Cc1ccc(CC(=O)NCCN2CCOCC2)cc1	-2.3	36*	-0.3	2	-1.2	6	2.3	6	3
COc1ccc(NC(=O)C2CCN(C(=O)c3cccs3)CC2)c(OC)c1	2.9	-9	-0.3	11	0.0	3	-0.8	11	-5
C/C(=N\N=C(N)N)c1ccccc1	0.2	u	-1.4	-9	-1.7	4	0.4	-1	2
Clc1ccccc1CSc1nncn1NC/C=C/c1ccccc1	1.4	-4	-1.2	8	-3.8	10	-0.9	9	2
Oc1ccc(C[C@H]2CNCCN2CCc2cccc(F)c2)cc1	1.0	-13	-1.9	-9	-2.4	-2	-0.1	-6	2
COc1cccc(/C=C2/CN(C)CC3=C2OC(N)=C(C#N)C3c2cccc(OC)c2)c1 (configuration not stated)	4.4	-16	2.9	19	-0.6	-13	1.6	2	3
CCOc1ccccc1N(CC(=O)NCc1ccncc1)S(=O)(=O)c1ccccc1	-0.7	1	-2.2	1	-0.4	-1	2.2	2	-2
CC(=NOC(=O)C1CCCCC1)c1nccs1	-0.6	2	x	51*	-0.9	6	-0.2	-5	3
Cc1ccc(C(=O)OCC(=O)N(C)c2c(N)n(Cc3ccccc3)c(=O)[nH]c2=O)s1	0.4	-15	-1.2	1	-2.6	9	-1.3	-11	-1

6 compounds from above, sorted by SMILES length, highest first.
SMILES	BioA inh	BoNT-F LC inh	UGM FP inh	GDH-TPI inh	FadD28 FP inh	PrPC TRFRET	BoNT-A LC inh2	CCHFV vOTU inh	Mtb FBA inh
COc1cc(C(=O)Nc2ccccc2NC(=O)c2cc(OC)c(OC)c(OC)c2)cc(OC)c1OC	2.2	-3	-2.0	4	0.2	4	-2.7	-4	-2
COc1cc(CC(=O)Nc2sc3c(c2C(N)=O)CCCC3)cc(OC)c1OC	-1.1	2	-3.7	-2	1.1	-2	0.7	9	-4
O=C(/C=C/c1ccc(Cl)cc1)NC(=S)Nc1ccc(C(=O)O)cc1	-0.8	13	5.3	-2	-2.4	10	4.3	26	-4
O=S(=O)(NC(=NC1CCCCC1)c1ccccc1F)c1ccccc1	-4.4	-1	1.1	-1	-2.6	-3	-0.1	12	-4
c1ccc(CN2CCc3nc4ccccc4cc3C2)cc1	-0.5	-1	0.1	10	-3.4	-5	-1.9	-17	-1
CCOCC(=O)Nc1ccc(F)c(F)c1	-0.8	3	-1.0	-7	-2.1	-3	-0.5	0	2
